Jurkat tox 60K: cytotoxicity toward Jurkat T cells, primary screen, cytotoxicity control, cell-based, Jurkat E6.1, 60K MLSMR library; Jurkat E6.1 viability, ATP luminescence, 48 h; inhibition, % at 4 µM; 1.2% of 56,000 active;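 active = inhibition above the mean inhibition of all tested compounds plus 3 SD, cut at about 28% in these data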
TNAP act DEA: human TNAP enzyme activators, primary screen, biochemical, luminescent, intermediate phosphate acceptor level. purified TNAP, CDP-star luminescence, 100 mM DEA, 30 min; stronger effect = higher value; scale: 0 levamisole-inhibited, 1 vehicle-only enzyme. activation factor at 20 µM. 64,000 tested, under 10 active. AID 813, 2007;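 active = activation factor of at least 2 at 20 µM, relative to controls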
HEK293 NFkB inh: inhibitors of PMA/ionomycin-induced NF-kB reporter, primary screen, antigen receptor NF-kB inhibitor project, cell-based, HEK-293 luciferase reporter, luminescence; 0.21% of 62,000 active; inhibition, % at 3 µM; HEK-293 NF-kB luciferase reporter; AID 465, 2006;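 active = inhibition above the mean of all tested compounds plus 3 SD, cut at about 40% in these data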;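 note: 0% = stimulated DMSO wells and 100% = 10 µM reference inhibitor 5653914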
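Reagent: PMA plus ionomycin mix as NF-kB-activating stimulus. Assay system: NF-kB luciferase reporter HEK-293 cells. Technique: luminescence from luciferase substrate reagent. Incubation: 1 h compound pre-incubation, 16 h PMA/ionomycin at 37 °C. Benchmarks: DMSO only as uninhibited control, 10 µM reference inhibitor as full inhibition. Repeats: tested once.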
S1P1 ag-PAM: S1P1 agonists and agonism potentiators, primary screen, cell-based, primary and confirmation screens, CRE-bla reporter | S1P1 CRE-bla cells, forskolin, beta-lactamase FRET, potentiator mode; S1P1 agonist co-added at EC20, 2 nM; 100% = saturating reference agonist, 0% = basal | activation, % at 9.5 µM | 0.57% of 56,000 active;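 active = activation above a cutoff set at the mean activation of all tested compounds plus 3 SD, cut at about 54% in these data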;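 note: forskolin at 4 µM as EC80 and the EC20 agonist is SEW2871; 100% = SEW2871 at its EC100 plus forskolin at EC80; some compounds past the cut are filed as inactive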
Target sequence (P21453 whole entry, looked up): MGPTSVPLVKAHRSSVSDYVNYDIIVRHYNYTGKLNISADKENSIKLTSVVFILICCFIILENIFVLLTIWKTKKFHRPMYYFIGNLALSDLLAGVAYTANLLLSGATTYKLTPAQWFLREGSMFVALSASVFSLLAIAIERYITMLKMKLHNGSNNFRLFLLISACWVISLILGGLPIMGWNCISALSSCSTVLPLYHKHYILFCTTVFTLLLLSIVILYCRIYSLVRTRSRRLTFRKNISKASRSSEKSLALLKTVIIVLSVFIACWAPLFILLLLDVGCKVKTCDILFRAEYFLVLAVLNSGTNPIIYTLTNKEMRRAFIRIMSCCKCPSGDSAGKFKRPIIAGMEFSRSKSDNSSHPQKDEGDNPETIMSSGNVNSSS
D1 mod: D1 CRE-luciferase signal change, two-sided – cell-based, HEK293 D1, dopamine EC30, D1 allosteric modulator project, primary screen. B-score at 10 µM. 5.9% of 58,000 active. dopamine EC30 potentiation; actives deviate in either direction. D(1A) dopamine receptor (Homo sapiens), P21728;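 active = luminescence count or its row- and column-corrected plate score outside the 99.7% band of the plate's sample wells, on either side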
Target sequence (P21728 whole entry, looked up): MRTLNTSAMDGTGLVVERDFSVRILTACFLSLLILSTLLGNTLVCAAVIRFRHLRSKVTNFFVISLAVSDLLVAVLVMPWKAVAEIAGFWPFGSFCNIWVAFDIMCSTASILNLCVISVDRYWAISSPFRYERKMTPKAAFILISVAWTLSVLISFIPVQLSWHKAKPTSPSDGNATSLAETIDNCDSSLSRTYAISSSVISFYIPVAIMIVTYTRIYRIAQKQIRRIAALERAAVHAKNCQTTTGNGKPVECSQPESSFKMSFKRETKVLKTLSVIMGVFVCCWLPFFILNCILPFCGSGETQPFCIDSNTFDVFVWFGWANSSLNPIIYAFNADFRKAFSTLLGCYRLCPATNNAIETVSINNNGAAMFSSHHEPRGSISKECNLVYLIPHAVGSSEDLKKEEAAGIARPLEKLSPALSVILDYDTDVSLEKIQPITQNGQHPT
Ec RNAP inh: E. coli RNAP inhibitors, biochemical; DNA-directed RNA polymerase subunit beta (Escherichia coli (strain K12)), P0A8V2; E. coli RNA polymerase, fluorescence transcription assay; inhibition, %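 (tested at 10 µM)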; 0.2% of 62,000 active; in the data active = inhibition above about 20%;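 note: 0% = enzyme without compound and 100% = no enzyme blank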
S1P3 ag: human S1P3 receptor agonists, primary screen, cell-based, primary and confirmation, NFAT-BLA reporter | Sphingosine 1-phosphate receptor 3 (Homo sapiens), Q99500 | S1P3 NFAT-BLA reporter cells, agonism, FRET ratio; relative to 1 µM S1P, basal subtracted | activation, % at 4.5 µM | 0.1% of 60,000 active | AID 373, 2006;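 active = activation above the screen-wide mean plus 3 SD, cut at about 4.5% in these data, passing the limit was not always enough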; note: some compounds called inactive have numbers as strong as hits
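Measure – % activation relative to 1 µM S1P (100%), per plate · System – stable CHO line with human S1P3, Gα16, NFAT-BLA reporter · Timing – cells plated overnight, compound 4 h 37 °C, substrate 2 h RT · Technique – fluorescent BLA substrate, ex 405 nm, em 460/535 nm ratio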
M1 ag: M1 muscarinic receptor agonists, primary screen, CHO-M1 cells, Fluo-4 calcium, agonist mode; Muscarinic acetylcholine receptor M1; Fluo-4 calcium fluorescence; stronger effect = higher value; B-score at 10 µM; 3% of 64,000 active; AID 626, 2007;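 active = fluorescence rise, raw or as B-score row- and column-corrected plate score, outside the 99.7% band of its plate's samples, either direction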
M1 antag: antagonists of rat M1 muscarinic receptor; Muscarinic acetylcholine receptor M1 (Rattus norvegicus), P08482; CHO-M1 cells, Fluo-4 calcium, ACh EC80 antagonist mode; stronger effect = lower value; B-score at 10 µM; 3.4% of 64,000 active;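 active = calcium fluorescence response, raw or row-and-column corrected B-score, differing from the plate sample mean either way at a set confidence level, mostly lower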
The depositor's hits bear a star; . = not tested or not shown.

SMILES	Jurkat tox 60K	TNAP act DEA	HEK293 NFkB inh	S1P1 ag-PAM	D1 mod	Ec RNAP inh	S1P3 ag	M1 ag	M1 antag
O=C1C(c2ccc(F)cc2)N(Cc2ccc3c(c2)OCO3)C(=O)CN1C1CCCC1 (configuration not stated)	.	0.9	13	.	-0.63	3	.	1.9	0.8
CCOC(=O)C1CCN(C2CC(=O)N(c3cccc(Cl)c3)C2=O)CC1 (configuration not stated)	-4	0.9	15	-23	-0.18	4	0.2	0.52	-0.031
COc1ccc(OC)c(NC(=O)Cn2c(=O)oc3ccccc32)c1	4	1	-2	-15	0.94	8	-0.1	0.05	-0.34
CC(C)(C)n1nnnc1C(c1cccs1)N(Cc1ccccc1)Cc1ccco1 (configuration not stated)	7	1	2	14	-1	.	-1.8	3.3	-0.94
COc1cccc(C2CC(c3ccccc3Cl)n3ncnc3N2)c1 (configuration not stated)	0	1	6	-11	1.2	5	0.2	-0.46	0.17
Cc1ccc2c(c1)C1(C(=O)N2C)N2CC3(C)CN1CC(C)(C2)C3=O (configuration not stated)	-3	1	-5	-30	0.66	-3	-0.5	0.096	1.1
COc1ccc(NC(=O)Nc2cccs2)cc1OC	-6	0.9	7	-2	-0.39	5	0.4	-0.15	0.16
C=CCOC(=O)C1=C(C)Nc2nnnn2C1c1cc(OC)ccc1OC (configuration not stated)	4	1	4	-2	-0.47	-6	-0.5	-0.069	0.48
CCOc1cc(NC(=O)c2ccccn2)c(OCC)cc1NC(=O)CC(C)C	-6	0.9	10	-13	0.048	2	-0.2	-0.24	1.1
COc1cc(C2C(C(=O)c3sc(C)nc3C)=C(O)C(=O)N2CCN(C)C)cc(OC)c1OC (configuration not stated)	.	0.9	.	-6	.	.	-0.5	-0.73	-0.023
CSc1nc2nc3c(c(=O)n2[nH]1)CN(Cc1ccccc1)CC3	102*	0.9	11	4	-0.79	6	-0.7	0.021	0.6
COc1cccc(NC(=O)CN2C(=O)C3(OCCCO3)c3ccccc32)c1	6	0.9	21	1	-1.4	6	-0.2	0.0037	0.42
O=C(Nc1cccc(Cl)c1)c1ccncc1	2	0.9	6	-11	0.89	6	0.2	0.11	-0.16
Cc1cc(=O)oc2c(CN(C)Cc3ccccc3)c(O)ccc12	0	1	5	.	-1.6	-84	-0.5	0.93	-0.24
OC1C[N+]2(CCCCC2)C1	-2	1	10	-4	0.46	6	0.1	-0.038	0.64
CCCn1c(NC(=O)c2ccco2)nc2ccccc21	5	0.9	3	19	0.022	0	-0.7	-1.2	-0.012
C=CCN=C(C)C1=C(O)CCC1=O	.	0.9	.	1	-0.32	10	0.5	-0.44	-0.19
CC(=O)Nc1ccc(S(=O)(=O)NC(C(=O)O)C2=CCC=CC2)cc1 (configuration not stated)	-7	0.9	19	-29	0.61	1	0.3	0.067	0.0016
CCc1ccc(-c2nc(CS(=O)CC(=O)NCc3cccnc3)c(C)o2)cc1 (configuration not stated)	1	0.9	10	5	-0.73	2	-1.3	0.069	-0.64
CCOCCn1c(CN2CCN(c3ccc(F)cc3)CC2)nc2c1c(=O)n(C)c(=O)n2C	8	0.9	-3	-5	0.04	10	-0.8	-0.19	0.013
COC(=O)c1cc(Br)c(=O)n(CCN(C(C)C)C(C)C)c1	3	0.9	3	-6	-0.38	.	-0.9	-0.036	0.025
COc1ccc(C(=O)Nc2nc3nc(-c4ccccc4)cc(=O)n3[nH]2)cc1	-2	0.9	11	9	0.63	3	-1.2	0.087	-0.16
COc1cccc(-c2nnc(NC(C)=O)o2)c1	-1	0.9	13	-5	-0.82	10	-1.2	0.6	-0.7
O=C(Nc1nc2c(s1)CCCC2)c1ccc2ncsc2c1	-8	1	-54	-18	.	8	0.2	0.0089	0.076
O=C1c2ccccc2C(=O)N1Cc1nc2ccccc2c(=O)n1CCN1CCOCC1	1	0.9	2	-11	-0.58	1	0.5	-0.014	0.47
C=CCNS(=O)(=O)c1nc(C)c(Cl)c(C)c1C#N	3	1	14	2	0.74	3	-1.3	.	.
COc1ccc(OC)c(N(CC(=O)NCCSc2ccccc2)S(C)(=O)=O)c1	.	1	6	.	.	7	.	0.67	0.016
O=C(CSc1nnc(-c2cccs2)n1Cc1ccco1)c1ccc2c(c1)OCO2	4	0.9	13	.	-1	9	-1.4	0.31	0.22
CCN(CC(=O)Nc1ccccc1C(=O)OC)S(=O)(=O)c1ccc(OC)cc1	4	1	18	.	0.11	-8	-0.2	1.4	0.12
O=C(O)C(CCCCN1C(=O)c2ccccc2C1=O)N1C(=O)c2ccccc2C1=O (configuration not stated)	-1	0.9	20	-23	1.5	9	0.1	-0.26	-0.029
c1ccc2c(c1)ncn2CCn1cnc2ccccc21	2	0.9	0	-13	0.36	7	-0.4	-0.93	-0.12
COc1ccc(/C=N/n2cnnc2SCCO)cc1OC	7	1	8	-14	2.6*	-8	-0.9	-0.051	0.01
COc1cccc(OCCCCCN2CCOCC2)c1	-1	0.9	16	-19	-0.86	6	-1.3	1.1	-0.12
CCc1cn([C@H]2C[C@H](O)[C@@H](CO)O2)c(=O)[nH]c1=O	.	0.9	.	-12	0.054	5	-2.5	0.21	1.3
Cc1nc2ccccc2c(=O)n1/N=C/c1c(O)ccc2oc3c(c12)CCCC3	3	0.9	8	-10	2	3	-0.6	0.23	-0.16
Clc1ccc2[nH]c3c(NCCCN4CCOCC4)ncnc3c2c1	.	1.1	.	-46	0.91	4	-1.9	0.083	-0.035
c1ccc(-n2ncc3c2ncn2nc(CSc4nc5ccccc5s4)nc32)cc1	2	0.8	4	-13	-1.4	1	-1.6	0.27	-0.068
CCOC(=O)CCNC(=O)Nc1ccc2nc(C)n(Cc3cccc(Cl)c3)c(=O)c2c1	6	0.9	-3	-2	2	7	0.0	-0.78	0.17
c1cnc(N2CC[N+]3(CCCC3)CC2)nc1	-5	0.8	-9	7	-1.2	.	-0.4	-0.48	-5*
CC(C)(C)NC(=O)CN(C(=O)C1(C)CC(=O)N=C2C=CC=CN21)C1CCCC1 (configuration not stated)	1	0.9	13	-13	-0.19	-7	-0.5	0.29	0.52

13 neighbouring compounds already listed, for reference:
SMILES	Jurkat tox 60K	TNAP act DEA	HEK293 NFkB inh	S1P1 ag-PAM	D1 mod	Ec RNAP inh	S1P3 ag	M1 ag	M1 antag
O=C(CSc1nnc(-c2cccs2)n1Cc1ccco1)c1ccc2c(c1)OCO2	4	0.9	13	.	-1	9	-1.4	0.31	0.22
CCN(CC(=O)Nc1ccccc1C(=O)OC)S(=O)(=O)c1ccc(OC)cc1	4	1	18	.	0.11	-8	-0.2	1.4	0.12
O=C(O)C(CCCCN1C(=O)c2ccccc2C1=O)N1C(=O)c2ccccc2C1=O (configuration not stated)	-1	0.9	20	-23	1.5	9	0.1	-0.26	-0.029
c1ccc2c(c1)ncn2CCn1cnc2ccccc21	2	0.9	0	-13	0.36	7	-0.4	-0.93	-0.12
COc1ccc(/C=N/n2cnnc2SCCO)cc1OC	7	1	8	-14	2.6*	-8	-0.9	-0.051	0.01
COc1cccc(OCCCCCN2CCOCC2)c1	-1	0.9	16	-19	-0.86	6	-1.3	1.1	-0.12
CCc1cn([C@H]2C[C@H](O)[C@@H](CO)O2)c(=O)[nH]c1=O	.	0.9	.	-12	0.054	5	-2.5	0.21	1.3
Cc1nc2ccccc2c(=O)n1/N=C/c1c(O)ccc2oc3c(c12)CCCC3	3	0.9	8	-10	2	3	-0.6	0.23	-0.16
Clc1ccc2[nH]c3c(NCCCN4CCOCC4)ncnc3c2c1	.	1.1	.	-46	0.91	4	-1.9	0.083	-0.035
c1ccc(-n2ncc3c2ncn2nc(CSc4nc5ccccc5s4)nc32)cc1	2	0.8	4	-13	-1.4	1	-1.6	0.27	-0.068
CCOC(=O)CCNC(=O)Nc1ccc2nc(C)n(Cc3cccc(Cl)c3)c(=O)c2c1	6	0.9	-3	-2	2	7	0.0	-0.78	0.17
c1cnc(N2CC[N+]3(CCCC3)CC2)nc1	-5	0.8	-9	7	-1.2	.	-0.4	-0.48	-5*
CC(C)(C)NC(=O)CN(C(=O)C1(C)CC(=O)N=C2C=CC=CN21)C1CCCC1 (configuration not stated)	1	0.9	13	-13	-0.19	-7	-0.5	0.29	0.52

The list goes on.
SMILES	Jurkat tox 60K	TNAP act DEA	HEK293 NFkB inh	S1P1 ag-PAM	D1 mod	Ec RNAP inh	S1P3 ag	M1 ag	M1 antag
O=C(Nc1ccccc1C(=O)NCCCn1ccnc1)c1ccccc1	.	0.8	.	-11	1.6	21*	-4.1	-0.05	1.3
Cc1[nH]nc2c1C(c1ccc(F)cc1)C1=C(CC(C)(C)CC1=O)N2 (configuration not stated)	-3	1	5	-13	6.3*	-2	-0.5	0.96	-0.0036
CCCn1c(=NC(=O)c2ccco2)c(C(=O)OCC)cc2c(=O)n3ccccc3nc21	13	1	15	.	6.1*	-24	-0.4	0.81	-1.1
COc1c(Br)cc2c(C)c(C(=O)N3CCOCC3)oc2c1Br	2	1	28	-34	3	1	1.5	-0.44	0.17
CCOC(=O)CNc1nc(OCC#N)nc(N2CCOCC2)n1	4	1	8	-5	0.58	-1	0.2	0.49	0.047
CCOc1ccc(NC(=O)c2oc3ccccc3c2NC(=O)CC)cc1	-2	0.9	10	-30	0.31	6	-0.2	-0.42	0.15
Cc1cc2ccccc2n2c(SCC(=O)N3CCN(C(=O)c4ccco4)CC3)nnc12	-2	0.8	4	-8	-0.18	7	0.3	-0.35	0.016
CCCCOc1ccc(NC2=NC3(CCCCC3)N=C(N)N2)cc1	14	.	6	-17	-3.2	.	-0.4	-0.83	-2.3*
Cc1ccc(N2CC(C(N)=O)CC2=O)cc1C (configuration not stated)	-5	1	6	.	0.39	6	0.1	-0.041	-0.012
Cn1c(C(=O)NCCCN2CCN(c3ccccc3F)CC2)cc2c(=O)[nH]c3ccccc3c21	-2	0.9	-12	-24	.	4	-1.0	2.2	0.4
O=C(CCCCn1c(=O)c2ccccc2n(CC(=O)NC2CCCC2)c1=O)NC1CCCC1	-10	1	2	4	4.4*	5	-0.5	0.29	0.3
O=C(NCc1ccccc1)c1cc(=O)nc2sc(-c3ccccc3)nn12	.	0.9	13	.	0.77	4	.	1.1	-0.12
COC(=O)c1cn(-c2ccccc2)nc1-c1cccnc1	.	0.8	16	.	.	4	.	-1.6	-0.002
CCc1c(C)sc(NC(=O)OC)c1C(=O)N1CCOCC1	-4	1	8	-2	0.44	.	-0.5	0.19	-0.56
CCc1ccc2[nH]c(=O)c(CN(CCN(C)C)C(=O)Nc3ccccc3)cc2c1	-2	0.8	6	-6	-2.1	8	-0.3	-1.5	-2

This is a random part of the collection. Share with any hit: about 12%.
